Source: PubChem (Vanderbilt High Throughput Screening Facility)
rat mGlu8 modulation: rat mGlu8 modulation via Gqi9 calcium signal, confirmation, counter-screen for GIRK activator project, cell-based, HEK293 rmGlu8, Gqi9 chimera | HEK293 rmGlu8/Gqi9 calcium flux, Fluo-4 fluorescence; glutamate at EC20 added after compound | calls only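 (single compound addition from 20 µM solution with 0.2% DMSO)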 | 4% of 2,100 active;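 active = calcium fluorescence trace judged by eye to show a response, as agonist, enhancer of the glutamate response, or inhibitor; inactive = trace judged by eye to show no response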
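Material: rat mGlu8 HEK-293 cells with transient Gqi9; medium: HEPES-buffered HBSS, pH 7.4; reagent: EC20 glutamate; dosing: one dose, 20 µM addition solution, 0.2% DMSO; incubation: compound 4 min before glutamate, then 2 min recording; measured by: Fluo-4 calcium fluorescence, 1 Hz; evaluation: F/F0 fluorescence traces judged visually for each well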
Calls only; i = inactive; + = active, no number. This is a subset; count on the stated rates, not on these rows.

SMILES | rat mGlu8 modulation
Cc1ccc2nsnc2c1NC(=S)NC(=O)c1ccco1 | i
O=C(C1CCCN1S(=O)(=O)c1cccc2cccnc12)N1CCc2ccccc21 (stereo not given) | i
CC12CC3CC(C)(C1)CC(C(=O)NC(=S)N1CCCCC1)(C3)C2 | i
COc1ccc(C2c3ccc4ccccc4c3Oc3ncn(CCN4CCOCC4)c(=N)c32)cc1 (stereo not given) | i
CCOC(=O)C1=C(CC)Nc2ccccc2N=C1NC(=O)Nc1ccc(Cl)c(Cl)c1 | i
COC(=O)c1c(NS(=O)(=O)c2ccc(C)cc2)sc2c1CCC(C)C2 (stereo not given) | i
CCCOC(=O)NC(CC)COC(=O)Nc1cccc(C)c1C (stereo not given) | i
Cc1c(N2C(=O)CS/C2=N\N=C\c2ccccc2O)c(=O)n(-c2ccccc2)n1C | i
CCCN1CCC(NC(=O)Nc2ccc(F)cc2F)CC1 | i
Cc1ccc(C)c(NC(=S)c2nc3ccccc3s2)c1 | i
O=C(c1ccc(COc2c(F)c(F)c(F)c(F)c2F)o1)N1CCN(Cc2ccc3c(c2)OCO3)CC1 | i
COc1ccc(-c2ccnc3nc(Sc4ncc(C(F)(F)F)cc4Cl)nn23)cc1 | i
CC1CCC/C(=N\NC(=O)COc2ccc(Cl)cc2Cl)C1 (stereo not given) | i
COC(=O)C(CC(C)C)NC(=O)c1ccc([N+](=O)[O-])c(C)c1 (stereo not given) | i
CCNC(=O)NC(=O)COC(=O)CCCSc1nc2ccccc2[nH]1 | i
O=C(NNC(=O)c1sccc1-n1cccc1)c1cccc(Cl)c1 | i
Cc1ccc(C)c(N=C2CCCN2Cc2ccccc2)c1C#N | i
O=C(COC(=O)C1CC(=O)N(Cc2ccccc2)C1)Nc1ccc2c(c1)OCO2 (stereo not given) | i
CCOC(=O)C(CC)Sc1nnc2cc(C)c3ccccc3n12 (stereo not given) | i
CC12CCC(C(=O)N3CCCc4ccccc43)(CC1=O)C2(C)C (stereo not given) | i
Cc1cccc(OCC(O)CN2C(C)(C)CC(O)CC2(C)C)c1 (stereo not given) | i
O=C(NC(=S)Nc1ccc(N2CCCCC2)cc1)c1cccs1 | i
Oc1[nH]c2ccccc2c1N=NC(=S)NCC1CCCO1 (stereo not given) | i
CCOC(=O)C(CCCCOc1cccc(CC)c1)C(=O)OCC | i
O=C(NC(=S)Nc1ccccc1N1CCCCC1)c1ccco1 | i
CC1(C)CC2CC(C)(CN2c2ncnc3ccccc23)C1 (stereo not given) | i
COCCNC(=O)CCCCCn1c(=S)[nH]c2ccccc2c1=O | i
COc1ccc2cc(Br)ccc2c1CC(=O)NC1CC(C)(C)NC(C)(C)C1 | i
CC(/C=N/NC(=O)c1c(Br)cnn1C)=C\c1ccccc1 | i
COc1ccc(OCc2nc(N)nc(Nc3ccccc3)n2)cc1 | i
Cc1ccc(NC(=S)Nc2ccc(Cl)c(Cl)c2)c(OC(F)F)c1 | i
CC(C)OC(=O)/C(=C/c1cccnc1)NC(=O)c1ccccc1 | i
CCC(NC(=O)c1ccccc1O)c1ccccc1 (stereo not given) | i
Cc1[nH]n2c(=O)cc(C(C)(C)C)nc2c1-c1ccccc1 | i
CNc1nc(Cl)nc(NC(C)(C)C)n1 | +
CCOC(=O)CSc1nc(C)c2cc(OC)ccc2n1 | i
Cn1c(SCC(=O)N2c3ccccc3CCc3ccccc32)nnc1-c1ccc(O)cc1 | i
CC(=C/c1ccccc1)/C=N/n1c(-c2ccco2)n[nH]c1=S | i
O=C(Nc1nnc(-c2ccccc2Cl)o1)c1nc2ccccc2s1 | +
CC1CCN(c2ccccc2NC(=S)NC(=O)c2cccs2)CC1 | i
O=C(Nc1nnc(-c2ccccc2F)s1)C1CCCO1 (stereo not given) | i
Fc1ccccc1NC(=S)NN(Cc1ccccc1)c1ccccc1 | i
CCOc1ccc2nc(NC(=O)C(CC)Sc3nc(C)cc(=O)[nH]3)sc2c1 (stereo not given) | i
S=C1NC(c2ccccc2)=NCN1c1ccc(Cl)cc1 | i
Fc1cccc(-n2c(-c3ccco3)nc3nc4ccccc4nc32)c1 | i
CCOC(=O)c1ccc(NC(=S)NC(=O)COc2ccccc2)cc1 | i
O=C(Nc1ccc(Br)cc1)C1CCC(=O)N1Cc1ccccc1Cl (stereo not given) | i
Cc1cccc(OCc2nnc(SCC(=O)N3CCc4ccccc43)n2C)c1 | i

Shown field by field: part of the list above.
CCOC(=O)C(CC)Sc1nnc2cc(C)c3ccccc3n12 (stereo not given)
  rat mGlu8 modulation = i
CCCN1CCC(NC(=O)Nc2ccc(F)cc2F)CC1
  rat mGlu8 modulation = i
CCOC(=O)CSc1nc(C)c2cc(OC)ccc2n1
  rat mGlu8 modulation = i
Oc1[nH]c2ccccc2c1N=NC(=S)NCC1CCCO1 (stereo not given)
  rat mGlu8 modulation = i

The list goes on:
SMILES | rat mGlu8 modulation
CC(C)(C)C1CCc2[nH]nc(C(=O)O)c2C1 (stereo not given) | i
O=C(Nc1nc(-c2ccccc2)c(-c2ccccc2)o1)c1ccc(F)cc1 | i
CCC(=O)c1ccc(N2CCN(C(=O)c3cc([N+](=O)[O-])ccc3N3CCN(C)CC3)CC2)c(F)c1 | i
Cc1ccc(-c2csc3nc[nH]c(=S)c23)cc1C | i
Cc1ccc(C)c(NC(=S)NNC(=O)c2csc3c2CCC(C)C3)c1 (stereo not given) | i
CC1CCN(CC(O)COC2CCC(C(C)(C)C)CC2)CC1 (stereo not given) | i
CC1CN(C(=O)C2CCCCC2)C(C)CN1C(=O)C1CCCCC1 (stereo not given) | i
O=C(Nc1ccccc1N1CCCCC1)c1ccccc1F | i
Cc1sc2ncnc(N(C)Cc3cccs3)c2c1C | i
CC12CN(Cc3ccccc3)CC(C)(CN(Cc3ccccc3)C1)C2=NO | i
CN(C)Cc1c(O)ccc2occ(C(O)c3ccccc3)c12 (stereo not given) | i
CCCCSc1nc(N)c(NC(=O)c2ccco2)c(=O)[nH]1 | i
CC(C)(C)c1nnc(N/N=C/c2ccccc2)n(N)c1=O | i
COc1ccc(-c2nnc(NC(=O)c3ccc(F)cc3)o2)cc1 | i
CNC(=S)N1CCN(c2ccc(OC)cc2)CC1 | i
CCOC(=O)CSc1nc2c(sc3ccccc32)c(=O)n1CCCN1CCOCC1 | i
Cc1nc(N2CCN(C(=O)COc3ccccc3)CC2)c2c(C)c(C)sc2n1 | i
Cc1ccccc1C(=O)N/N=C/c1ccc([N+](=O)[O-])s1 | i
CCCCN(CCCC)C(=S)NC(=O)c1ccccc1Cl | i
CCOc1ccc(Nc2ncnc(N)n2)cc1 | i
Cn1c(=O)cc(OCCCC(=O)NCc2ccc3c(c2)OCO3)c2ccccc21 | i
CC1=NN(c2ccccc2)C(=O)C1C(=O)c1ccc(Cl)cc1 (stereo not given) | i
CCOC(=O)c1nn(-c2ccc(F)cc2)c(C)c1C(C)=O | i
CCN1CCN(CCCOc2ccc(-c3ccccc3)cc2)CC1 | i

Some of the entries above, set out differently.
structure: CC1=NN(c2ccccc2)C(=O)C1C(=O)c1ccc(Cl)cc1 (stereo not given)
  rat mGlu8 modulation: i
structure: COc1ccc(-c2nnc(NC(=O)c3ccc(F)cc3)o2)cc1
  rat mGlu8 modulation: i
structure: CCN1CCN(CCCOc2ccc(-c3ccccc3)cc2)CC1
  rat mGlu8 modulation: i

Next section
SMILES | rat mGlu8 modulation
CCCCN(Cc1ccccc1)S(=O)(=O)c1ccc2[nH]c(=O)oc2c1 | i
O=C(Cn1c(=O)[nH]c2ccsc2c1=O)NC1CCCCCC1 | i
CN1C(=O)c2oc3ccccc3c(=O)c2C1c1ccccn1 (stereo not given) | i
COC(=O)c1nc(NC(C)=O)n[nH]1 | i
CCOC(=O)c1cnc(SCC(=O)Nc2nc(C)c(C)s2)nc1N | i
CCOC(=O)c1c(-c2ccc(C)o2)csc1NC(=S)NC(=O)N(C)C | i
COc1ccccc1N1CCN(C(=O)CCn2c(=O)[nH]c3ccsc3c2=O)CC1 | i
O=C(CSc1nc(-c2ccccc2)cc(C(F)(F)F)n1)NCCN1CCOCC1 | i
Cc1c(C#N)c2ncn(CC#N)c(=O)c2n1-c1ccccc1 | i
O=c1c2cc(F)ccc2[nH]c(=S)n1CCCN1CCOCC1 | i
Clc1ccc2c(c1)-c1nnc(Br)n1-c1ccccc1S2 | i
CCn1c(-c2cc3ccccc3cc2O)n[nH]c1=S | i
CN(c1ccc(OCC(=O)OCC(=O)Nc2ccccc2F)cc1)S(=O)(=O)c1cccs1 | i
CCOC(=O)N1CCN(C(=O)CSc2ncnc3ccccc23)CC1 | i
O=C(Nc1ccc(F)cc1)c1cccnc1N1CCOCC1 | i
Cc1sc2c(c1C)CN(C1CC(C)(C)NC(C)(C)C1)CN2C(=O)c1ccco1 | i
CCC(Sc1ccc2nnc(-c3ccc(F)cc3)n2n1)C(=O)OC (stereo not given) | i
CC1CCCCN1CC(=O)Nc1ccc(Oc2ccccc2)cc1 (stereo not given) | i
Brc1ccccc1C1=Nn2c(nnc2-c2ccccc2)SC1 | i
CCC1(C)OCC(Cn2c3ccccc3c3ccccc32)O1 (stereo not given) | i
CCc1nc(SCC(=O)N2CC(=O)Nc3ccccc32)c2c(C)c(C)sc2n1 | i
CCOC(=O)c1c(CNCCN(CC)CC)n(C)c2cc(Br)c(OC)cc12 | i
S=c1[nH]nc(-c2ccccn2)n1/N=C/c1ccc(Br)s1 | i
CCCCNC(=S)N=Nc1c(O)n(Cc2ccccc2)c2ccccc12 | i
CN(C)S(=O)(=O)c1cccc(NC(=O)COc2cccc(C#N)c2)c1 | i
C=CCNC(=S)NNC(=O)COc1ccc(Cl)cc1Cl | i
CCSc1nnc(NC(=O)c2nn(C(C)C)c(=O)c3ccccc23)s1 | i
CCCCCCCC1CC(CSC(=N)N)OC1=O (stereo not given) | i
CCCOc1ccc(NCC(=O)Nc2ccc(C)cc2C)cc1 | i
O=C(NC(=S)Nc1ccccc1N1CCOCC1)c1cccs1 | i
O=C(CSc1nc(CCC2CCCC2)nc2ccccc12)NCc1ccc2c(c1)OCO2 | i
CCN(C(=O)c1cc(Cl)ccc1OC)C1CCCCC1 | i
COc1ccccc1N(C)S(=O)(=O)c1ccc(C(=O)N(CC(N)=O)C(C)C)cc1 | i
CCOC(=O)C1=C(NC(=S)NC(=O)c2ccccc2)c2ccccc2CC1(C)C | i
Cc1ccccc1N=Nc1ccc(O)c2ncccc12 | i
O=C(CSc1nnc2ccccn12)Nc1nsc(-c2ccccc2)n1 | i
CC1CCCN(Cc2cccc(Oc3ccccc3)c2)C1 (stereo not given) | i
O=C(NC(=S)Nc1nc2ccccc2s1)c1cccs1 | i
CC1CCN(c2ccc(/C=N/n3nnnc3N)cc2[N+](=O)[O-])CC1 | i
CCOc1ccc(-c2nc(-c3ccncc3)no2)cc1OCC | i
COc1ccc(OC)c(S(=O)(=O)N(C)CC(=O)N2CCN(c3ccccc3F)CC2)c1 | i
Clc1ccc2[nH]c3c(NCC4CCCO4)ncnc3c2c1 (stereo not given) | i
CNC(=O)c1ccc2nc(NC(C)=O)sc2c1 | i
CCCCn1c(-c2ccc(Cl)cc2)nc2c(=O)n(C)c(=O)[nH]c21 | i
Cc1cccc2c1nc(-c1ccccc1)n1cnnc21 | i
Oc1c(Cl)cc(Cl)c2c1NCCC2 | i
N#CC(C#N)=C1C=C2C=C(N3CCCCCC3)CCC2CC1 (stereo not given) | i
Cc1ccc(-n2[nH]c(C)c(C=Nc3cc(C)ccn3)c2=O)cc1 | i

Exported as tab-separated lines: six of the compounds above
compound	rat mGlu8 modulation
CCOc1ccc(-c2nc(-c3ccncc3)no2)cc1OCC	i
Cc1cccc2c1nc(-c1ccccc1)n1cnnc21	i
CNC(=O)c1ccc2nc(NC(C)=O)sc2c1	i
CCCCn1c(-c2ccc(Cl)cc2)nc2c(=O)n(C)c(=O)[nH]c21	i
COc1ccc(OC)c(S(=O)(=O)N(C)CC(=O)N2CCN(c3ccccc3F)CC2)c1	i
Clc1ccc2[nH]c3c(NCC4CCCO4)ncnc3c2c1 (stereo not given)	i

The list goes on:
SMILES | rat mGlu8 modulation
COc1cccc(N(CC(=O)Nc2cccc(C(C)=O)c2)S(C)(=O)=O)c1 | i
CN(C=O)CP(=O)(O)CCN1CCCC1=O | i
O=C(N/N=C/c1ccc(Sc2ccccn2)o1)c1cc2ccccc2cc1O | i
CCCn1nnnc1NC(=O)c1ccc2ccccc2c1 | i
CC(=O)Nc1ccc(C(=O)CSc2nc3ccc(C)cc3[nH]2)cc1 | i
CC(C)COc1ccc(Cc2cnc(N)nc2N)cc1 | i
O=C(c1csc2c1CCCC2)N1CCN(c2ccc(F)cc2)CC1 | i
FC(F)(F)c1ccc2nnc(-c3c(Cl)cccc3Cl)n2c1 | i
Cc1ccc(Nc2n[nH]c(C)c2[N+](=O)[O-])cc1C | i
COC(=O)c1sccc1NC(=O)CSc1ccccc1NS(=O)(=O)c1ccccc1Cl | i
CCCN(CCC)C(=S)NC(=O)c1ccc(Cl)cc1Cl | i
Clc1ccccc1-c1nnc2sc(-c3ccc4c(c3)OCO4)nn12 | i
S=C1NC2=C(CCCC2)C2(CCCCC2)N1 | i
CC(C)Oc1ccc(C2CC(=O)N(c3ccccc3)C2=O)cc1 (stereo not given) | i
COc1ccc(C(=O)C2C(c3ccc(-c4ccccc4[N+](=O)[O-])o3)NC(=O)NC2(O)C(F)(F)F)cc1 (stereo not given) | i
O=C(CNC1CCCCCC1)Nc1ccc(N2CCCC2)cc1 | i
Cc1ccccc1Nc1nc2nonc2nc1N1CCOCC1 | i
COc1cccc(CNc2nc3ccccc3n2CCN2CCCCC2)c1OC | i
CCC(=O)Oc1oc(-c2ccccc2)nc1C=Nc1ccccc1OC | i
COc1ccc(NC2=Nc3cccc4cccc2c34)cc1OC | i
O=C1OCCC1Sc1nc2cc(Cl)ccc2n1Cc1ccccc1 (stereo not given) | +
